AGP1 TOR yeast: modulators of TOR pathway AGP1-GFP in S. cerevisiae; S. cerevisiae AGP1-GFP multiplex flow cytometry, 3 h; GFP as percent of DMSO wells; GFP response vs DMSO, % at 10 µM; actives 0.02% (n = 320,000); AID 2066;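 active = GFP response relative to DMSO above a set limit, near screen average plus 3 SD, cut at about 150% in these data; inconclusive = fewer than 70 cells counted for the yeast strain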;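 also: median GFP channel fluorescence of the gated AGP1 strain per well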
VLA-4 inh: inhibition in a human VLA-4 binding assay | P13612 | VLA-4 expressing cells, ligand binding flow cytometry | inhibition, % (about 7 µM as worked out from the volumes in the protocol) | actives 0.2% (n = 330,000); in the data active = inhibition above about 50%
Target sequence (P13612 whole entry, looked up): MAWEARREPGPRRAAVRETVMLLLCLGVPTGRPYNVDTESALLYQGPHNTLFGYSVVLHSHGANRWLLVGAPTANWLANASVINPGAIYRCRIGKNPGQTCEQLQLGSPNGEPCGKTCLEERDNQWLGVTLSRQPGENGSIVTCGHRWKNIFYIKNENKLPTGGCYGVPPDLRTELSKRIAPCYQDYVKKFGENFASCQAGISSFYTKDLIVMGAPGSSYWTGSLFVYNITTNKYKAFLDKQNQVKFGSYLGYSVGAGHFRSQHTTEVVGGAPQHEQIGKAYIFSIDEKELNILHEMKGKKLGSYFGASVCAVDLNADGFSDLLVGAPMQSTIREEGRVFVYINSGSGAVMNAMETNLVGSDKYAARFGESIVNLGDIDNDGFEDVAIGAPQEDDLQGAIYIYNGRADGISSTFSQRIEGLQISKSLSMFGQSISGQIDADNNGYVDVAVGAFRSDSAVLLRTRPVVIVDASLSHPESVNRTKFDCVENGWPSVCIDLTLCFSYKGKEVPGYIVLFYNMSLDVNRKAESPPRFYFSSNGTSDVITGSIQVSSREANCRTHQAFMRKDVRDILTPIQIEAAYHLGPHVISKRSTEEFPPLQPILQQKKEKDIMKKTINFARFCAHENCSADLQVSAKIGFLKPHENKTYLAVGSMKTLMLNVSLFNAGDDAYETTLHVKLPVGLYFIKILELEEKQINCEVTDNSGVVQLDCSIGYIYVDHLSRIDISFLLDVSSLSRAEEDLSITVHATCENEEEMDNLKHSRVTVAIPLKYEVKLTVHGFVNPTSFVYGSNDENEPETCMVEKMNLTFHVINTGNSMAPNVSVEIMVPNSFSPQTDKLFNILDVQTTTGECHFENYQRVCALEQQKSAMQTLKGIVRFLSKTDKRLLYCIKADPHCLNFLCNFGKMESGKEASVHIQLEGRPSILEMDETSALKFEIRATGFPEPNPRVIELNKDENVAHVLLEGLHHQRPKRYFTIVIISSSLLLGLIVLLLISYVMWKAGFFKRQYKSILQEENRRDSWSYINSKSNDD
CIT2 TOR yeast: modulators of TOR pathway CIT2-GFP in S. cerevisiae | S. cerevisiae CIT2-GFP strain, flow cytometry, 3 h; 100 means same as DMSO wells | GFP response vs DMSO, % at 10 µM | actives 0.065% (n = 320,000);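 active = GFP response relative to DMSO above a set limit, near the screen mean plus 3 SD, cut at about 150% in these data; inconclusive = Fewer than 70 cells measured for a yeast strain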;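 also: ratio of well median GFP fluorescence to mean of DMSO wells on the plate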
LAP4-GFP MLPCN: modulators of TOR pathway LAP4-GFP in S. cerevisiae; GFP response vs DMSO, % at 10 µM; actives 0.34% (n = 320,000); S. cerevisiae LAP4-GFP multiplex, flow cytometry GFP, 3 h; median GFP as percent of DMSO wells;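 active = GFP response vs DMSO above a set limit, about the screen mean plus 3 SD, cut at about 150% in these data; inconclusive = under 70 cell events counted for the yeast strain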
GRK2 inh: blocks RNA aptamer binding to human GRK2 | actives 0.59% (n = 330,000) | AID 488847 | bead flow cytometry, FAM-aptamer displacement from GRK2 | inhibition of aptamer binding, % at 10 µM;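 active = inhibition of aptamer binding above 40%, roughly 3 SD of noise, on plates passing a quality check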;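 also: median bead fluorescence of bound FAM aptamer so fluorescent compounds give negative values; no value below 0 was filed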
RPL19A-GFP yeast: yeast TOR pathway RPL19A-GFP modulation | S. cerevisiae RPL19A-GFP strain, flow cytometry, 3 h; stronger effect = lower value | percent response vs DMSO, % at 10 µM | actives 0.3% (n = 330,000) | AID 2025;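 active = percent response vs DMSO below 50%; inconclusive = fewer than 70 events counted for the yeast strain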;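 also: median channel GFP fluorescence of the barcoded RPL19A-GFP strain; ratio of sample median GFP to plate DMSO average so 100% = DMSO; lower means less RPL19A-GFP as with rapamycin TOR inhibition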
Yeast superoxide: caloric restriction mimetics inhibiting age-related superoxide in yeast. actives 0.18% (n = 330,000). superoxide response (% of plate mean), % at 10 µM. S. cerevisiae aged cells, superoxide DHE fluorescence; stronger effect = lower value;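 active = superoxide response under a set limit, about three screen SD below normal, cut at about 65% in these data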;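 also: yeast aged for seven days with compound at 30 °C before DHE staining; 100% = average MFI of all compound-treated wells on the plate with controls excluded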
MEP2 TOR yeast: yeast TOR pathway MEP2-GFP modulation. GFP response vs DMSO, % at 10 µM. actives 0.51% (n = 330,000). S. cerevisiae MEP2-GFP strain, flow cytometry GFP, 3 h; 100% = DMSO control level;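 active = GFP response versus DMSO above a set limit, roughly screen mean plus 3 SD, cut at about 180% in these data; inconclusive = fewer than 70 cells counted for a yeast strain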;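 also: median GFP fluorescence of the barcode-gated MEP2-GFP cells per well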
Starred values were filed as active, the others as inactive; ? = inconclusive; . = no result given; [ ] = dose if it differs, or a comment.

SMILES	AGP1 TOR yeast	VLA-4 inh	CIT2 TOR yeast	LAP4-GFP MLPCN	GRK2 inh	RPL19A-GFP yeast	Yeast superoxide	MEP2 TOR yeast
CC(=O)Nc1ccc2c(CSc3nnc(-c4cccnc4)n3-c3ccc(C)cc3C)cc(=O)oc2c1	100	10	99	99	8	101	115	104
O=C(COC(=O)c1cc(S(=O)(=O)N2CCOCC2)ccc1F)Nc1c(Cl)cccc1C(F)(F)F	101	-20	90	100	2	91	96	95
COC(=O)CCCCCCCCCC[N+]1(C)CCCCC1	107	26	101	93	0	104	105	98
O=C(NC1CCCCC1)c1cc(S(=O)(=O)N2CCOCC2)ccc1Cl	96	7	96	89	2	98	96	100
COc1ccc(N=C2CC(C)(C)CC(=O)/C2=C(/O)c2ccccc2)cc1	100	-4	103	99	0	105	109	104
Cc1onc(C(=O)Nc2c(C)n(C)n(-c3ccccc3)c2=O)c1[N+](=O)[O-]	103	16	107	98	0	108	100	99
O=C(Nc1cccc(Cl)c1)OCCOc1ccccc1	95	-4	100	101	0	101	98	102
O=C(CCN1C(=O)/C(=C/c2ccccc2F)SC1=S)NCCc1ccc(O)cc1	101	18	98	98	4	101	107	93
COc1ccccc1N1C(=O)c2ccc(C(=O)Nc3ccc(C(=O)O)cc3)cc2C1=O	101	2	101	87	4	104	98	105
CC12CCC(=O)N1C(C(=O)Nc1ccccc1N1CCCCC1)CS2 (stereo not drawn)	100	-20	96	96	0	97	141	97
O=C(c1ccnc(Cl)c1)N1CCCC(Nc2ccc(F)cc2)C1 (stereo not drawn)	102	9	96	93	0	103	118	103
O=C(CSc1ccc(-c2ccccc2)nn1)NCc1ccco1	104	36	104	104	0	102	92	107
COc1ccc(CC(=O)Nc2ccncc2Cl)cc1	101	12	100	94	2	100	95	100
CCN(CC)C(=O)Oc1ccc(Cl)c2cccnc12	96	13	94	111	0	101	96	100
CCCCOC(=O)c1ccc(OC(=O)c2cccnc2)cc1	96	-11	98	112	1	101	100	99
COCCn1ccc2c(OCC(=O)NCCc3ccc(OC)c(OC)c3)cccc2c1=O	91	3	88	89	0	88	100	88
Cc1cc(C)c(N=C2C(=O)Nc3ccccc32)c(C)c1	96	7	105	100	0	105	91	109
CCCN(Cc1nnc(-c2ccccc2Cl)o1)C(=O)c1cc(S(=O)(=O)N2CCOCC2)ccc1F	103	7	93	108	1	96	100	100
Clc1ccc2c(c1)c1ccccc1n2CN1CCOCC1	99	-2	101	106	0	105	86	102
Cc1ccc(CN(c2ccc(C(=O)N3CCOCC3)cc2)S(C)(=O)=O)cc1	86	8	88	87	0	93	70	91
Cc1ccc(-c2cn3nc(C)c(C)nc3n2)cc1	108	-15	91	121	3	101	96	103
FC(F)(F)c1ccc(Cl)c(-n2c(Cc3cccs3)n[nH]c2=S)c1	115	5	113	108	1	107	102	101
CC(C)c1ccc(NC2CCCN(C(=O)c3ccsc3)C2)cc1 (stereo not drawn)	99	9	101	99	0	100	96	97
Clc1ccc2[nH]cc(-c3nnnn3-c3ccccc3)c2c1	105	21	102	104	0	101	106	103
C=CCn1c(=O)c2ccccc2n2c(SCC(=O)N3CCCc4ccccc43)nnc12	94	-9	93	91	0	96	109	100
O=C(CN1C(=O)NC2(CCCC2)C1=O)OCCOc1ccccc1Cl	105	0	104	102	2	103	98	104
Cc1ccc(/C=N/NC(=O)c2cccc3ccccc23)o1	100	3	91	108	0	101	98	97
CCOC(=O)CNc1nc(C(C)(C)C)nc2c1nnn2Cc1ccccc1Cl	109	-9	102	107	0	102	105	114
Cc1ccc(S(=O)(=O)N2CCOCC2)cc1C(=O)NCc1ccccn1	100	-6	105	99	3	99	80	97
CCOc1cccc(C(=O)NC2CCCCC2)c1	96	2	99	102	4	96	94	101

One compound at a time, from the list above. Order of values: AGP1 TOR yeast | VLA-4 inh | CIT2 TOR yeast | LAP4-GFP MLPCN | GRK2 inh | RPL19A-GFP yeast | Yeast superoxide | MEP2 TOR yeast
Clc1ccc2[nH]cc(-c3nnnn3-c3ccccc3)c2c1 across the screens: 105 | 21 | 102 | 104 | 0 | 101 | 106 | 103
FC(F)(F)c1ccc(Cl)c(-n2c(Cc3cccs3)n[nH]c2=S)c1 across the screens: 115 | 5 | 113 | 108 | 1 | 107 | 102 | 101

(further entries)
SMILES	AGP1 TOR yeast	VLA-4 inh	CIT2 TOR yeast	LAP4-GFP MLPCN	GRK2 inh	RPL19A-GFP yeast	Yeast superoxide	MEP2 TOR yeast
Cc1ccc(C(=O)NCCNC(=O)c2ccco2)cc1C	99	8	100	92	0	95	90	97
Cc1cnc(C(=O)NC2CC(C)(C)Cc3c2cnn3-c2cccc(F)c2)cn1 (stereo not drawn)	106	6	112	97	0	106	100	109
Cc1ccc(C)c(-c2nnc(NC(=O)c3ccc([N+](=O)[O-])o3)o2)c1	93	-56	99	125	0	101	111	106
O=C(NCC(=O)N1CCCCCCC1)c1cccc([N+](=O)[O-])c1	106	6	93	118	0	103	124	106
O=C(Cc1c(Cl)cccc1Cl)NC1=NCCS1	?	-6	80	?	0	83	109	?
CCOC(=O)c1nc2cc3n(c(CC(C)C)c-2c1C)CC(C)=C3C	99	-33	98	101	0	101	104	102
CCc1ccc(CN2CCCC(CCC(=O)N3CCN(c4ccccn4)CC3)C2)o1 (stereo not drawn)	102	-6	100	100	0	97	98	97
COC(=O)CSc1ccc(S(=O)(=O)N2CCCCCC2)cc1[N+](=O)[O-]	97	0	86	92	0	111	116	98
Cc1c(NC(=O)NCCN2C(=O)C3C4C=CC(C4)C3C2=O)c(=O)n(-c2ccccc2)n1C (stereo not drawn)	107	32	96	100	0	99	98	109
CC(=O)c1cc(-c2ccccc2)n(CC(=O)NC(C)(C)C)c1C	106	-1	109	97	5	106	98	107
CC(C)(C)c1ccc(S(=O)(=O)CC(O)CSc2nc3c(cc2C#N)CCCC3)cc1 (stereo not drawn)	?	-3	?	.	2	85[may fluoresce violet]	94	?
CCN1C(=O)C(CC(=O)Nc2ccccc2)S/C1=N\c1ccccn1 (stereo not drawn)	91	-15	104	96	0	106	93	98
COc1ccccc1NC(=O)C(C/C=C(/C)Cl)C(C)=O (stereo not drawn)	102	4	104	102	5	102	113	107
CC1(C)NC(=O)N(CN2C(=O)NC(C)(C)C2=O)C1=O	85	0	81	127	1	98	85	102
COCCC(=O)NC12CC3CC(CC(C3)C1)C2	102	6	101	104	6	101	105	105

Not a retest: entries from further up.
SMILES	AGP1 TOR yeast	VLA-4 inh	CIT2 TOR yeast	LAP4-GFP MLPCN	GRK2 inh	RPL19A-GFP yeast	Yeast superoxide	MEP2 TOR yeast
CCOc1cccc(C(=O)NC2CCCCC2)c1	96	2	99	102	4	96	94	101
Cc1ccc(C(=O)NCCNC(=O)c2ccco2)cc1C	99	8	100	92	0	95	90	97
Cc1cnc(C(=O)NC2CC(C)(C)Cc3c2cnn3-c2cccc(F)c2)cn1 (stereo not drawn)	106	6	112	97	0	106	100	109
Cc1ccc(C)c(-c2nnc(NC(=O)c3ccc([N+](=O)[O-])o3)o2)c1	93	-56	99	125	0	101	111	106
O=C(NCC(=O)N1CCCCCCC1)c1cccc([N+](=O)[O-])c1	106	6	93	118	0	103	124	106
O=C(Cc1c(Cl)cccc1Cl)NC1=NCCS1	?	-6	80	?	0	83	109	?
CCOC(=O)c1nc2cc3n(c(CC(C)C)c-2c1C)CC(C)=C3C	99	-33	98	101	0	101	104	102
CCc1ccc(CN2CCCC(CCC(=O)N3CCN(c4ccccn4)CC3)C2)o1 (stereo not drawn)	102	-6	100	100	0	97	98	97
COC(=O)CSc1ccc(S(=O)(=O)N2CCCCCC2)cc1[N+](=O)[O-]	97	0	86	92	0	111	116	98
Cc1c(NC(=O)NCCN2C(=O)C3C4C=CC(C4)C3C2=O)c(=O)n(-c2ccccc2)n1C (stereo not drawn)	107	32	96	100	0	99	98	109
CC(=O)c1cc(-c2ccccc2)n(CC(=O)NC(C)(C)C)c1C	106	-1	109	97	5	106	98	107
CC(C)(C)c1ccc(S(=O)(=O)CC(O)CSc2nc3c(cc2C#N)CCCC3)cc1 (stereo not drawn)	?	-3	?	.	2	85[may fluoresce violet]	94	?
CCN1C(=O)C(CC(=O)Nc2ccccc2)S/C1=N\c1ccccn1 (stereo not drawn)	91	-15	104	96	0	106	93	98
COc1ccccc1NC(=O)C(C/C=C(/C)Cl)C(C)=O (stereo not drawn)	102	4	104	102	5	102	113	107
CC1(C)NC(=O)N(CN2C(=O)NC(C)(C)C2=O)C1=O	85	0	81	127	1	98	85	102
COCCC(=O)NC12CC3CC(CC(C3)C1)C2	102	6	101	104	6	101	105	105

Next part.
SMILES	AGP1 TOR yeast	VLA-4 inh	CIT2 TOR yeast	LAP4-GFP MLPCN	GRK2 inh	RPL19A-GFP yeast	Yeast superoxide	MEP2 TOR yeast
CC1(C)CC2CC(C)(CN2S(=O)(=O)c2cccc(C(=O)OCC(N)=O)c2)C1 (stereo not drawn)	92	25	77	97	3	90	89	90
O=C(NC(=S)Nc1ccc(NC(=O)c2cccs2)cc1)c1cc2ccccc2o1	95	35	98	87	0	99	99	97
CN(CC(=O)Nc1ccc(Cl)c(C(F)(F)F)c1)C(=O)CCc1nc2ccccc2c(=O)[nH]1	98	5	102	100	0	95	106	106
Cc1ccccc1OCC(=O)Nc1ccc(S(=O)(=O)Nc2onc(C)c2C)cc1	98	-8	89	87	3	102	98	106
O=[N+]([O-])c1ccc(COn2nnc3ccccc32)cc1	104	22	92	114	0	98	113	109
c1ccc(-c2noc(CC3CCCCC3)n2)nc1	97	4	96	97	0	98	116	102
Cc1cccc(C)c1NC(=O)COC(=O)[C@@H]1CCCN1C(=O)c1cccs1	105	-1	103	96	0	102	115	98
CSc1ccc(CN2CCCC(CO)(Cc3ccccc3)C2)cc1 (stereo not drawn)	100	-3	122	97	0	107	95	102
Cc1ccc(C(=O)C[n+]2cccc(C(N)=O)c2)cc1	98	1	100	94	0	92	103	83
CCC(Sc1nc2cc(OC)c(OC)cc2c(=O)n1Cc1ccc(OC)cc1)C(=O)NCCOC (stereo not drawn)	104	1	101	100	0	108	104	117
CCOc1ccc(C(=O)N2CCc3ccccc32)cc1OCC	94	12	92	108	2	98	102	133
O=C(Nc1ccc(Cl)cc1)C1C2C=CC3(O2)C1C(=O)N(CCCN1CCCCC1)C3C(=O)NC1CCCCC1 (stereo not drawn)	104	20	107	99	0	107	103	106
C=CCNS(=O)(=O)c1cccc2cc(C(=O)O)c(O)cc12	110	0	102	98	3	108	86	106
C[C@]12CC[C@@H]3c4ccc(O[C@@H]5O[C@H](C(=O)O)[C@@H](O)[C@H](O)[C@H]5O)cc4CC[C@H]3[C@@H]1C[C@@H](O)[C@@H]2O	94	3	102	108	5	105	97	99
O=C(COC(=O)Cc1cccc2ccccc12)Nc1ccccc1-c1ccccc1	96	-2	94	93	0	98	95	99
O=C(NC1CC(=O)N(c2ccccc2)C1)N1CCN(C(=O)c2ccco2)CC1 (stereo not drawn)	112	-6	110	98	5	102	91	100
COc1cc(NC(=O)C2C3CCC(O3)C2C(=O)O)cc(OC)c1 (stereo not drawn)	96	4	97	94	0	102	87	103
CC1(C)CC(=O)C(C=NCCCO)=C(O)C1	90	8	84	93	0	90	130	94
O=C(c1cc(Br)ccc1Cl)N1CCN(c2ncccn2)CC1	90	-3	95	87	5	103	102	104
Cc1noc2ncnc(Oc3cc(Cl)ccc3Cl)c12	92	5	97	110	0	97	95	92
